NPSR antag = blocks cAMP signaling of the human neuropeptide S receptor; Q6W5P4; CHO-NPSR cells, cAMP TR-FRET, antagonist mode; Potency, µM (titrated, usually from 38.3 µM), inactives show at the highest dose activity change, negative = inhibition, most hits filed as inhibitors; 1% of 220,000 active; AID 1461; further: potency means the concentration at half of the fitted maximal effect; on the % scale 0 is the no-effect control and ±100 the full control effect; nearly all actives have a fitted effect of over 50% in size; many of its hits are not listed in these tables
HTT aggregate = inhibitors of mutant huntingtin aggregate formation in PC12 cells | 1.1% of 220,000 active | Potency, µM (series often up to 46.1 µM), for inactives: at the highest dose activity change, negative = inhibition, usual class: inhibitors | PC12 HttQ103-GFP aggregates, Acumen cytometry, 40 h | AID 1688; further: potency means the concentration at half of the fitted maximal effect; on the % scale 0 is the no-effect control and ±100 the full control effect; nearly all actives have a fitted effect of over 60% in size
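Inducible Q103 Huntingtin exon 1–GFP PC12 line, 1500 cells/well in phenol red free DMEM with 5% equine and 5% calf serum. Tebufenozide 100 nM induced expression; compounds titrated; aggregates quantified by cytometry.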
Epigenetic reg = derepresses silenced GFP reporter in murine cells | murine LDR cells, GFP reporter derepression, 30 h | Potency, µM (highest dose often 53.9 µM), for inactives: at the top dose GFP activation, actives largely listed as activators | 0.2% of 280,000 active; further: potency means the concentration at half of the fitted maximal effect; % of control where 0% means no effect; nearly all actives have a fitted effect of over 60% in size
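Reporter derepression read as number of fluorescent GFP-positive objects, 20-120 um in size, counted by laser-scanning cytometer. Mouse LDR line with an epigenetically silenced CMV-GFP locus; compound incubation 30 h, 37 C.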
Luc counter = blocks Kinase-Glo luciferase, a counter-screen artifact | Q27757 | Kinase-Glo luciferase, ATP luminescence, 8 min | Potency, µM (highest dose often 38.3 µM), inactives show top-dose activity change, negative = inhibition, most hits filed as inhibitors | 0.28% of 200,000 active; further: potency means the concentration at half of the fitted maximal effect; on the % scale 0 is the no-effect control and ±100 the full control effect; nearly all actives have a fitted effect of over 60% in size
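Compounds were added to a substrate mix at pH 7.2 (50 mM imidazole, 10 uM ATP, within the enzyme's linear range), followed by Kinase-Glo detection reagent; luminescence was measured after 8 minutes at ambient temperature.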
CBFb-RUNX1 inh = inhibitors of human CBF-beta and RUNX1 interaction; Potency, µM (titrated, usually from 59.8 µM), for the others: at the top dose activity, negative = inhibition, usual class: inhibitors; AlphaScreen CBFb-His/RUNX1-biotin binding, biochemical; 230,000 tested, under 10 active; Q01196+Q13951; further: % of control where 0% means no effect
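Bead-based AlphaScreen assay; binding partners His-tagged CBF-beta and biotinylated RUNX1 at 30 nM each. Compound exposure 15 min after a 20-min protein preincubation; bead step 90 min; all steps at room temperature.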
L3MBTL1 block = inhibitors of human L3MBTL1; Q9Y468; AlphaScreen L3MBTL1–H3K9me1 peptide binding; Potency, µM (doses to about 57.1 µM), for inactives: top-dose activity, negative = inhibition, most hits filed as inhibitors; 0.66% of 230,000 active; AID 485360; further: potency means the concentration at half of the fitted maximal effect; on the % scale 0 is the no-effect control and ±100 the full control effect; nearly all actives have a fitted effect of over 60% in size
Target sequence (Q9Y468 whole entry, looked up): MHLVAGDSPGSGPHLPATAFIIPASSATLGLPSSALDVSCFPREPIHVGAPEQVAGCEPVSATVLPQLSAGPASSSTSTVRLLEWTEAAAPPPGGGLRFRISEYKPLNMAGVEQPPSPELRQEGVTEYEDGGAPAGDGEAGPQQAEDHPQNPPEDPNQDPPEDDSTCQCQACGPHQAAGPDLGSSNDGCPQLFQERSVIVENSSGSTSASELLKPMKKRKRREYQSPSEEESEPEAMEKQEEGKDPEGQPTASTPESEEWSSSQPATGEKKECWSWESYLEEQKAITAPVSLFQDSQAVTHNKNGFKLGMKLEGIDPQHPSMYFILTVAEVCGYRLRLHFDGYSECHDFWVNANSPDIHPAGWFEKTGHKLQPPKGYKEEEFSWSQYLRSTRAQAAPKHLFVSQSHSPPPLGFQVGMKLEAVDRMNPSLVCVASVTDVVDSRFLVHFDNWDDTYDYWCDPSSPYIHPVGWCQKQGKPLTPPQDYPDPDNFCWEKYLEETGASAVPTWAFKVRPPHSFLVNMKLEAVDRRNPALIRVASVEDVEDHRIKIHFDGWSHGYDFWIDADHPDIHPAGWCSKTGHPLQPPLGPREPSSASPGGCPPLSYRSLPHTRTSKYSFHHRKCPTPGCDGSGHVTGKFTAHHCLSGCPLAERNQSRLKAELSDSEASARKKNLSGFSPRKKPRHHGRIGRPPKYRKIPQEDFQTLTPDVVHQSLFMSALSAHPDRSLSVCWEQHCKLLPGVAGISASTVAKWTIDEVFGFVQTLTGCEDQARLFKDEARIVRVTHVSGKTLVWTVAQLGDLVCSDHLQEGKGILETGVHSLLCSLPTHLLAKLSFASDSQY
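AlphaScreen assay: L3MBTL1 (50 nM final) was preincubated 30 min at room temperature with biotinylated H3(1-15)K9me1 peptide (75 nM final), then 30 min with library compounds; streptavidin donor and nickel chelate acceptor beads (10 ug/mL final) added, 30 min dark.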
IMPase Li inh = IMPase inhibition in cells with lithium potentiation; CHO-M1 cells, IP1 TR-FRET (IP-One), carbachol + lithium; Potency, µM (top dose mostly 59.4 µM), without a hit: at the top dose activity, negative = IMPase inhibition, usual class: inhibitors; 0.35% of 210,000 active;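 further: IP1 builds up when IMPase is blocked and the TR-FRET signal falls; potency means the concentration at half of the fitted maximal effect; plate controls were basal vehicle for no effect and high inhibitor control for full effect; nearly all actives have a fitted effect of over 50% in size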
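Readout is a homogeneous TR-FRET IP1 immunoassay (Ex 320, Em 665 and 620), where raised cytosolic IP1 lowers signal. Cells were CHO-M1 treated 30 min at 37C with test compounds plus a little lithium; AC50 values came from Hill-equation fitting.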
Numbers without * were called inactive; ? = inconclusive; . = not tested or not shown; [ ] = dose if it differs, or a comment. The call rests on the fitted dose curve; in most records, active means well fitted curve in the direction sought with a large enough effect; inconclusive means small, poorly fitted or top-dose-only effect, or another doubt; inactive means no such curve, though single readings can be large; an effect the other way counts as inactive or inconclusive.

SMILES	NPSR antag	HTT aggregate	Epigenetic reg	Luc counter	CBFb-RUNX1 inh	L3MBTL1 block	IMPase Li inh
CC(C)NS(=O)(=O)c1ccc(OCC(=O)Nc2ccccc2F)cc1	8%[46.1 µM]	5%	1.9%	-2%	-1%	.	21%[38.3 µM]
CCCN(CCC)CCCNS(=O)(=O)c1ccc2c(c1)oc(=O)n2C	2%[46.1 µM]	0%	0.0%	-2%	1%	-4%	27%[38.3 µM]
Fc1ccc(NC(=S)NCc2cccs2)cc1	8%	-9%	-1.3%	-3%	5%	1%	-1%
COc1cc(C(=S)N2CCN(C)CC2)ccc1OCC(=O)NCc1ccccc1	4%	9%	-1.5%	2%	6%	7%	-3%
CCN1CCN(C(=O)c2ccc(C(F)(F)F)cc2)CC1	11%	24%	0.1%	2%	13%	-4%[11.4 µM]	10%
CC(=O)Nc1nonc1-n1nnc(C(=O)NCc2ccccc2)c1C	-24%[46.1 µM]	6%	0.0%	-2%	10%	18%	35%[activator][38.3 µM]
O=C(NNC(=O)c1cc(-c2ccccc2)nc2ccccc12)Nc1cccc(Cl)c1	?	?	0.4%	-4%	-9%	.	36%[38.3 µM]
CCN(CC(=O)Nc1cccc(C(C)=O)c1)S(=O)(=O)c1ccc(OC)cc1	-1%[46.1 µM]	-32%	1.1%	0%	6%	5%	27%[38.3 µM]
Cc1ccc2cc(CN(C(=O)c3ccco3)c3ccccc3C)c(=O)[nH]c2c1	8%[7.67 µM]	-28%	4.6%	2%	1%	-2%	9%[38.3 µM]
CCOC(=O)c1[nH]c(=O)[nH]c1CSc1nc(C)cc(C)n1	1%[46.1 µM]	-7%	?	-2%	3%	.	36%[activator][38.3 µM]
CSc1nc2nc(C)cc(-c3ccccc3)n2n1	-8%[46.1 µM]	-18%	-0.8%	-2%	9%	4%	18%[38.3 µM]
CCc1nnc(NC(=O)c2ccc(S(=O)(=O)NCC(C)C)cc2)s1	-8%[46.1 µM]	-5%	0.0%	3%	8%	6%	-1%
COc1ccc(C(=O)Nc2cc3c(cc2C#N)OCO3)cc1S(=O)(=O)N1CCN(C)CC1	13%	-5%	-1.0%	4%	-2%	11%	3%
Cc1nn(-c2ccccc2)c2c1C1(C(=O)N(C)c3ccccc31)N(c1ccccc1)C(=O)N2 (stereo unspecified)	-13%[46.1 µM]	5%	-0.7%	-2%	3%	-13%	-4%[38.3 µM]
C/C(CCS(=O)(=O)c1ccccc1)=N/O	25%	13%	-1.1%	4%	4%	2%	-2%
COc1ccc(C(=O)NCc2nnc(SCC(=O)Nc3cc(C)cc(C)c3)o2)cc1OC	7%[46.1 µM]	-1%	0.0%	-1%	3%	9%[11.4 µM]	19%[38.3 µM]
CCOc1ccc(-c2n[nH]c(C(=O)NN)c2C)cc1	4%	10%	1.0%	-4%	8%	-4%	-3%
COc1cc(C(=O)Nc2ccc(Cl)c(C(F)(F)F)c2)cc(OC)c1OC	-19%	-11%	-0.9%	-2%	12%	8%	10%
NC(=O)N/N=C/c1cn(CC(=O)Nc2ccc(F)cc2)c2ccccc12	0%	-13%[9.22 µM]	-1.8%	.	2%	.	.
CCC(=O)Nc1cccc(C2=NOC3(C2)C[C@H](C(N)=O)N(C(=O)c2ccc(Cl)cc2)C3)c1 (stereo partly specified)	14%	-31%[9.22 µM]	0.9%	.	-2%	.	.
O=C(c1ccccc1)c1cccn1CC(=O)N1CCc2ccccc2C1	0%	4%	-1.3%	.	2%	.	4%
CCCCNc1nc(C)nc2c1nc(-c1ccccc1)n2CC1CCCN1CC (stereo unspecified)	.	.	1.0%	-1%	6%	.	7%
COc1ccc(OC)c(-n2c(=O)c3ccccc3c3ccccc3c2=O)c1	-29%[46.1 µM]	29%	1.0%	2%	-9%	-6%	28%
O=C(NCCC1=CCCCC1)C1CCC(CNc2nc(=S)[nH]c3ccccc23)CC1 (stereo unspecified)	-15%	?	-3.5%	2%	4%	.	6%
Cc1nc(OCC(=O)c2ccc(Cl)cc2)c(C#N)c2c1COC(C)(C)C2	-29%[46.1 µM]	?	4.4%	-1%	4%	.	4%[38.3 µM]
SMILES	NPSR antag	HTT aggregate	Epigenetic reg	Luc counter	CBFb-RUNX1 inh	L3MBTL1 block	IMPase Li inh
COC(=O)C1=C(C)N(c2ccc(C)cc2)/C(=C/c2cccs2)C1=O	-9%[46.1 µM]	7%	-0.2%	0%	5%	-4%	21%[38.3 µM]
CC(C)c1nc2ccccc2n1CCC(=O)O	2%[46.1 µM]	13%	-1.0%	-1%	1%	.	21%[38.3 µM]
Cc1cc(F)ccc1S(=O)(=O)Nc1ccccc1C(=O)Nc1ccccc1N1CCOCC1	-3%[46.1 µM]	?	-0.9%	4%	1%	3%	-5%[38.3 µM]
Cc1cc(Nc2ccccc2)n(C(=O)c2ccc(N)cc2)n1	-5%	0%	-0.1%	-1%	-24%	-2%	6%
CC(C)(C)c1cc[n+](/C(C(=S)NC2CC2)=C(/[O-])c2ccc(Cl)s2)cc1	-17%[46.1 µM]	10%	-3.1%	-2%	-5%	.	34%[activator][38.3 µM]
COc1cc(S(=O)(=O)Nc2cccc(C)c2)ccc1N=Cc1c(C)[nH]n(-c2ccccc2)c1=O	-28%	-2%	0.0%	-1%	-20%	-4%	-1%
COc1ccc(N(CC(=O)Nc2cc(Cl)ccc2OC)S(=O)(=O)c2c(C)noc2C)cc1	?	-6%	-0.9%	-1%	9%	-4%	-3%[38.3 µM]
COc1ccc(OCCCC(=O)Nc2cccc([N+](=O)[O-])c2)cc1	0%	15%	1.1%	-3%	0%	8%	-3%
COC(=O)c1ccccc1NC(=O)c1cc2n(n1)C(C(F)F)CC(C(F)F)N2 (stereo unspecified)	7%[46.1 µM]	10%	5.3%	-4%	0%	-1%	9%[38.3 µM]
NC(=O)NC(CC(=O)OCC(=O)NC(=O)NCc1ccco1)c1ccc(Cl)cc1 (stereo unspecified)	-17%[46.1 µM]	2%	1.0%	-1%	-1%	-11%	-3%[38.3 µM]
O=C(c1ccc(Cn2c(=O)[nH]c3ccccc3c2=O)cc1)N1CCN(c2ccc(Cl)cc2)CC1	?	?	-1.1%	-8%	-16%	-10%	17%[38.3 µM]
CCOCCOC(=O)NCCCCCCNC(=O)OCCOCC	-5%	-5%[9.22 µM]	1.1%	.	3%	11%	.
O=C(Nc1ccc(Cl)cc1)N1CCCN(c2ccc(C(F)(F)F)cc2[N+](=O)[O-])CC1	?	3%[9.22 µM]	1.1%	.	-3%	?	.
COc1cc(C2C(C#N)=C(N)Oc3cc(C)oc(=O)c32)ccc1OC(=O)N1CCOCC1 (stereo unspecified)	3%[46.1 µM]	12%	-1.2%	3%	7%	10%[11.4 µM]	4%[38.3 µM]
O=C(CSc1nnc(CNC(=O)c2ccco2)o1)c1ccccc1	-10%[46.1 µM]	3%	1.8%	-3%	-1%	.	19%[38.3 µM]
CCCC(C(=O)NCc1ccco1)N(C(=O)CNS(=O)(=O)c1ccccc1)c1ccccc1OC (stereo unspecified)	-19%[46.1 µM]	?	0.0%	0%	-2%	.	44%[activator][38.3 µM]
Cc1cccc(C(=O)NC(NCc2ccco2)C(Cl)(Cl)Cl)c1 (stereo unspecified)	-19%[46.1 µM]	-23%	-1.1%	-4%	3%	-7%	5%[38.3 µM]
CCCC(c1nnnn1C(C)(C)CC)N(Cc1ccco1)Cc1cc2ccc(OC)cc2[nH]c1=O (stereo unspecified)	?	?	0.0%	2%	8%	3%[11.4 µM]	41%[activator][38.3 µM]
Cc1cccc(C)c1NC(=O)NC1(C(=O)NCCCN2CCOCC2)CCCCC1	6%[46.1 µM]	9%	-2.3%	-1%	2%	3%	0%
CN(C)/C(CN1CCN(C=O)CC1)=C1\N=C(c2ccccc2)OC1=O	7%[46.1 µM]	-6%	2.5%	-5%	-7%	0%	15%[38.3 µM]
Cc1cccc(N2CCN(C(=O)c3cc(S(=O)(=O)N(C)C)ccc3N3CCCC3)CC2)c1C	-48%	?	-1.5%	2%	-19%	-6%	15%
O=C(CCn1c(=O)[nH]c2ccccc2c1=O)N1CC=C(c2ccccc2)CC1	2%	-10%	-0.3%	.	0%	.	-4%
CC(=O)c1cccc(NC(=O)Nc2ccc3c(c2)N(C)C(=O)CS3)c1	-6%[46.1 µM]	?	-0.8%	1%	4%	-1%	29%[38.3 µM]
COc1ccc(OC)c(N(CC(=O)O)S(=O)(=O)c2ccc(OC)c(OC)c2)c1	-5%[46.1 µM]	-1%	0.2%	1%	-8%	.	6%[38.3 µM]
COC(=O)c1ccc(S(=O)(=O)N2CCC(O)CC2)n1C	25%	31%[9.22 µM]	0.0%	.	0%	-24%	.

Ordered by count of non-hydrogen atoms (rising): part of the list above
SMILES	NPSR antag	HTT aggregate	Epigenetic reg	Luc counter	CBFb-RUNX1 inh	L3MBTL1 block	IMPase Li inh
NC(=O)NC(CC(=O)OCC(=O)NC(=O)NCc1ccco1)c1ccc(Cl)cc1 (stereo unspecified)	-17%[46.1 µM]	2%	1.0%	-1%	-1%	-11%	-3%[38.3 µM]
Cc1nn(-c2ccccc2)c2c1C1(C(=O)N(C)c3ccccc31)N(c1ccccc1)C(=O)N2 (stereo unspecified)	-13%[46.1 µM]	5%	-0.7%	-2%	3%	-13%	-4%[38.3 µM]
CCCC(c1nnnn1C(C)(C)CC)N(Cc1ccco1)Cc1cc2ccc(OC)cc2[nH]c1=O (stereo unspecified)	?	?	0.0%	2%	8%	3%[11.4 µM]	41%[activator][38.3 µM]

New compounds follow.
SMILES	NPSR antag	HTT aggregate	Epigenetic reg	Luc counter	CBFb-RUNX1 inh	L3MBTL1 block	IMPase Li inh
CC(C)(C)NC(=O)CSc1nnc(-c2ccccn2)n1-c1ccccc1	0%[46.1 µM]	-8%	-0.8%	2%	8%	5%	26%[38.3 µM]
CC(=O)Nc1cccc(Nc2nc(-c3ccccc3F)nc3ccccc23)c1	-25%	?	-0.1%	9%	11%	.	7%
CCOC(=O)c1cc(-c2ccccc2)sc1NC(=S)Nc1cc(C)ccn1	-3%[46.1 µM]	26%	-2.5%	-5%	2%	7%	-1%[38.3 µM]
COc1cc(C#N)c(NC(=S)N2CCOCC2)cc1OC	22%	9%	-2.0%	1%	7%	10%	-1%
O=C(COC(=O)c1cccnc1Nc1cccc(C(F)(F)F)c1)NC1CCS(=O)(=O)C1 (stereo unspecified)	-47%	-11%	-1.0%	2%	4%	5%	82%[activator]
Cc1ccnc(NS(=O)(=O)c2ccc(NC(=O)C3C4C=CC(C4)C3C(=O)O)cc2)n1 (stereo unspecified)	11%	?	-0.6%	.	1%	-5%	.
Cc1[nH]c2ccccc2c1/C=N/NC(=O)c1cccc(S(=O)(=O)Nc2cccc(C(F)(F)F)c2)c1	-45%	?	-2.3%	-2%	3%	-16%	5%
CN(C)c1ccc(N=Nc2ccccc2C(=O)OCC(=O)Nc2ccccc2C(F)(F)F)cc1	-14%	?	0.7%	-5%	.	25µM*	6%

Screening results from PubChem BioAssay.

These rows are one share of the data; rates above refer to the full screens.
